Assay outcomes: PubChem, National Center for Advancing Translational Sciences (NCATS)
D2 PAM: HTS Assay for Positive Allosteric Modulators of the Human D2 Dopamine Receptor: Primary Screen for Potentiators; D(2) dopamine receptor (Homo sapiens), P14416; HEK293 T-REx D2, calcium flux, EC20 dopamine potentiation; potentiation, % at 10 µM; 340,000 tested, 0.34% active; AID 485347, 2010;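 active = potentiation over 3 SD above the plate norm, cut at about 30% in these data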; also: 0% is about no effect
Target sequence (P14416 whole entry, looked up): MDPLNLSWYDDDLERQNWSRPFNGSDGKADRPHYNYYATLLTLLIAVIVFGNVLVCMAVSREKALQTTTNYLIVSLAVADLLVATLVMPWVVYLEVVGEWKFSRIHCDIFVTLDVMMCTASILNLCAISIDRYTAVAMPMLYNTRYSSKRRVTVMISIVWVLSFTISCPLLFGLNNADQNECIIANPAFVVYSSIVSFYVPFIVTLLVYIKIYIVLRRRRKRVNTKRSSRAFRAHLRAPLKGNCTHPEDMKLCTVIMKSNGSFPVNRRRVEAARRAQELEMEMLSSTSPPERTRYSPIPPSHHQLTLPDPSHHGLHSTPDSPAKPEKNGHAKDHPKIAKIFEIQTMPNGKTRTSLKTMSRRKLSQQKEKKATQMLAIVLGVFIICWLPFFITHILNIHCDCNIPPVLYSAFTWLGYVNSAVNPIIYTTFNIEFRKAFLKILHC
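Tetracycline-induced Hek293 Trex D2 cells, force-coupled to calcium, loaded with no-wash calcium dye. Compound added with 180 s kinetic read for agonism, then EC20 dopamine and a further 180 s read for potentiation.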
GRP78 ERSR act: qHTS for Inducers of the Endoplasmic Reticulum Stress Response (ERSR) in Human Glioma: qHTS | U87-MG GRP78 promoter luciferase reporter, 16 h | Potency, µM, for inactives: at the highest dose activation, usual class: activators | 420,000 tested, 0.02% active | AID 602332, 2012; also: potency is read from the fitted curve at half-maximal effect; series mostly up to about 76 µM; % of control where 0% means no effect; nearly all actives have a fitted effect of over 35% in size
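Stably transfected U87-MG human glioma cells carrying a GRP78-based luminescent sensor were seeded at 1000 cells/well, pin-dosed with compounds and incubated 16 h. Luciferase reagent was then added, and end-point luminescence was read after 10 min at room temperature.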
D1 potentiator: Potentiators of Human D1 Dopamine Receptor: qHTS; 360,000 tested, 0.036% active; D(1A) dopamine receptor (Homo sapiens), P21728; potentiation, % at 10 µM; HEK293 TREx D1 cells, calcium flux, dopamine EC20 potentiation; in the data active = potentiation above about 30%; also: 0% is about no effect
Target sequence (P21728 whole entry, looked up): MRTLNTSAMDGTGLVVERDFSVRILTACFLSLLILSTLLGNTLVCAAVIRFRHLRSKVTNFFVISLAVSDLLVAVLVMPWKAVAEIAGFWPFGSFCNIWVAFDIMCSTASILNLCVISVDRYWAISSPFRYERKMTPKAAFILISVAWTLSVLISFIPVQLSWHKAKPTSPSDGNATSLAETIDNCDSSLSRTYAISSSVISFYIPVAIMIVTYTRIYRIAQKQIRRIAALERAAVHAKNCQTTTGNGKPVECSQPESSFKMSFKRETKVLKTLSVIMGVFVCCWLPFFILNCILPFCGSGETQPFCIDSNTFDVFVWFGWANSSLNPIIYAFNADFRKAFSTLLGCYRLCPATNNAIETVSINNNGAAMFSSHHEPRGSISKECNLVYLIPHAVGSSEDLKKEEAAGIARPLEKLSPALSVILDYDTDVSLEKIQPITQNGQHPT
RXFP1 ag: qHTS Assay for Agonists of the Relaxin Receptor RXFP1. Potency, µM (series often up to 57.5 µM), for inactives: top-dose activation, hits mostly activators. HEK293T-RXFP1 cAMP TR-FRET, 30 min; response scale: percent of porcine relaxin response, buffer zero. 370,000 tested, 0.3% active. Relaxin receptor 1 (Homo sapiens), Q9HBX9; also: potency is read from the fitted curve at half-maximal effect; % is scaled to controls: 0 for no effect and ±100 for the full control effect; nearly all actives have a fitted effect of over 60% in size; many of its hits are not listed in these tables
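Agonist response is measured as cAMP accumulation in an RXFP1-transfected HEK293T line under PDE4 inhibition. Values are scaled between buffer-only and 29 nM porcine relaxin, and EC50s come from standard Hill equation fits.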
D1 ag: Allosteric Agonists of the Human D1 Dopamine Receptor: qHTS; D(1A) dopamine receptor (Homo sapiens), P21728; HEK293 T-REx D1 cells, calcium flux, agonist mode; activation, % at 2 µM; 360,000 tested, 1% active; AID 504660, 2011; in the data active = activation above about 30%; also: 0% is about no effect
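Tetracycline-induced HEK293 TREx D1 cells, force-coupled to calcium signalling, were dye-loaded with a no-wash calcium kit. Compound was pin-added after a 10 s baseline. Fluorescence was read kinetically at 1 cycle/s for 180 s, with calcium rises flagged as agonism.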
Vif-APOBEC3F blk: qHTS for Inhibitors of Vif-A3F Interactions: qHTS; 390,000 tested, 0.2% active; HeLa A3F-eYFP + Vif (tagged APOBEC3F with the HIV-1 protein that degrades it), YFP fluorescence increase; Potency, µM (doses to about 46.1 µM), for inactives: top-dose activity, negative = active; AID 602313, 2012; also: potency is read from the fitted curve at half-maximal effect; % of control where 0% means no effect; nearly all actives have a fitted effect of over 65% in size
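Fluorescence increase (Ex 488/Em 500-530) after overnight compound treatment at 37 deg C flags inhibition of Vif-driven A3F-eYFP loss in stable HeLa A3F-eYFP/Vif cells seeded overnight beforehand.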
D1 antagonist: Antagonist of Human D 1 Dopamine Receptor: qHTS. HEK293 TREx D1 cells, calcium flux, dopamine EC80; hits give low values. activity change, negative = inhibition, % at 10 µM. 360,000 tested, 3.2% active. AID 504652, 2011; in the data active = activity change below about -30%; also: % is scaled to controls: 0 for no effect and ±100 for the full control effect
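Tetracycline-induced HEK293 T-REx cells with force-coupled D1 receptor were loaded with a no-wash calcium dye. Compound was added after a 10 s baseline and read kinetically for 180 s; EC80 dopamine was then added and calcium flux followed another 180 s.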
Vif-APOBEC3G blk: qHTS for Inhibitors of Vif-A3G Interactions: qHTS; HeLa A3G-eYFP + Vif (tagged APOBEC3G with the HIV-1 protein that degrades it), YFP fluorescence, overnight; Potency, µM (series often up to 46.1 µM), for the others: at the top dose activity, negative = active, most hits filed as inhibitors; 410,000 tested, 0.076% active; AID 602310, 2012;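 also: potency is read from the fitted curve at half-maximal effect; % is scaled to controls: 0 for no effect and ±100 for the full control effect; nearly all actives have a fitted effect of over 60% in size; hits raise eYFP signal because A3G escapes Vif-driven loss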
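HeLa cells stably expressing Vif and C-terminally eYFP-tagged A3G, seeded overnight at 37 deg C, then exposed to compound by pintool overnight at 37 deg C. Rise in yellow fluorescence (Ex 488/Em 500-530, Acumen) marks blocked Vif-driven A3G degradation.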
LDHA block: qHTS assay for inhibitors of human lactate dehydrogenase; L-lactate dehydrogenase A chain (Homo sapiens), P00338; purified LDHA, NADH/diaphorase-resazurin fluorescence; hits give low values; activity change, % (values are at about 110 or 230 µM); 480,000 tested, 0.15% active; in the data active = activity change below about -30%; inconclusive = mostly about -25% to -30%;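 also: plate controls were DMSO wells for no effect and wells without enzyme for full effect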
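Resorufin fluorescence (ex540/em590), read at 0 and 20 min after diaphorase/resazurin addition, reports the NADH left after a 5 min room-temperature reaction of 2 nM human LDH5 with 0.06 mM NADH and 0.2 mM pyruvate.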
An asterisk follows results filed as active; ? = inconclusive; . = no result given; & = joins results of further samples. Unless noted, calls follow the shape of the dose curve; as a rule, active = well fitted curve in the direction sought with a large enough effect; inconclusive = small, poorly fitted or top-dose-only effect, or another doubt; inactive = no such curve, though single readings can be large; an effect the other way counts as inactive or inconclusive.

SMILES	D2 PAM	GRP78 ERSR act	D1 potentiator	RXFP1 ag	D1 ag	Vif-APOBEC3F blk	D1 antagonist	Vif-APOBEC3G blk	LDHA block
CCC(C)(C)NC(=O)C(c1ccc(OC)cc1)N(C(=O)CCC(=O)Nc1cc(C)on1)c1ccccc1F (configuration not stated)	-6	5%	-5	1.6%	5	2%	0	-1%	-1
O=C(/C=C/c1ccco1)NC(=S)Nc1ccc(N2CCCC2)cc1	3	1%	0	-0.6%	-2	1%	-5	?	12
N#C/C(=C\c1cccc(O)c1)C(=O)Nc1ccc2c(c1)OCCO2	-1	12%	-2	-0.1%	0	?	-4	-22%	-5
N#CC1=C(Nc2ccccc2Cl)SC(c2ccccc2O)NC1=O (configuration not stated)	4	-6%	-4	-2.4%	3	?	9	-1%	-5
Cc1ccsc1C(=CCCN1CCC[C@@H](C(=O)O)C1)c1sccc1C	.	-2%&-4%	.	.	.	6%	.	-1%	-6
COc1cccc(C(=O)OCC(=O)c2[nH]c(C)c(C(C)=O)c2C)c1	6	0%	-1	2.9%	21	-5%	-19	1%	-14
COc1ccc(CN2CCN(C(=O)c3ccc(S(=O)(=O)N4CCCCCC4)cc3)CC2)cc1F	7	-7%	0	1.4%	8	-2%	-24	3%	0
CCOc1ccc(-c2nnn(CCC(=O)O)n2)cc1OC	1	-3%	-6	0.1%	-1	3%	7	-7%	-2
Cc1ccc(OCCn2c(=O)sc3ccccc32)cc1	-9	1%	-8	0.1%	8	-3%	3	-10%	2
CC1CN(C(=O)c2cc3cc([N+](=O)[O-])ccc3oc2=O)CC(C)O1 (configuration not stated)	.	-5%	4	2.3%	0	-10%	-10	-4%	-4
C/C(=N\Nc1ccc(C)c(Cl)c1)c1ccncc1	-5	6%	-8	0.3%	0	-8%	-10	1%	8
COc1cccc(C2C(C(=O)c3cc4ccccc4o3)=C(O)C(=O)N2CCN(C)C)c1OC (configuration not stated)	.	-4%	.	.	.	-8%	.	3%	5
C=CCn1c(CNC(=O)c2cccs2)nnc1SCc1ccc(Cl)cc1Cl	5	0%	-2	0.0%	60*	-7%	3	0%	-3
N#Cc1ccc(OCC(=O)OCCCOC(=O)COc2ccc(C#N)cc2)cc1	-4	-3%	-6	8.8%	12	12%	-27	0%	-3
CCOc1ccc(C(=O)NNC(=O)CN2C(=O)NC3(CCCC3)C2=O)cc1	-11	-1%	-3	0.6%	2	-5%	23	1%	-1
CCOC(=O)c1nc(NCc2ccc(Cl)cc2)c2c(C)noc2n1	3	-2%	-1	-0.1%	2	0%	-49*	-3%	0
CC(C)(C)OC(=O)N1CCC(c2nnc(SCc3cccc(Cl)c3)o2)CC1	5	-4%	-2	4.2%	19	5%	-6	-5%	4
COCCNc1ccc(-c2nc(-c3ccncc3)no2)cc1[N+](=O)[O-]	-6	0%	0	-1.6%	5	5%	-1	-2%	0
N#Cc1cccc(NC(=O)C2CCN(c3nc(-c4ccc(Cl)cc4)no3)CC2)c1	-10	-3%	-6	4.5%	28	-2%	-24	2%	-1
CC(Oc1ccccc1)C(=O)Nc1nnc2n1CCS2 (configuration not stated)	.	-3%	-5	0.6%	0	-3%	4	4%	4
Cc1ccc(S(=O)(=O)CCC(=O)NCCN2C(=O)S/C(=C/c3ccc(F)cc3)C2=O)cc1	3	8%	-6	0.0%	6	1%	-26	-1%	3
COc1ccccc1S(=O)(=O)Cc1ccc(C(=O)N2CCN(c3ccc(C)cc3)C(C)C2)o1 (configuration not stated)	6	-3%	-1	1.5%	-2	-5%	-27	-16%	0
O=C(CCn1c(=O)c2cccn2c2cccnc21)NCc1cccc(Br)c1	.	-2%	1	6.5%	-1	-20%	-1	-15%	-6
CCC1(CC)C(=O)C2=C3C1[C@H](C(=O)OC)C=C(C(=O)OC)C[C@H]3[C@H]1C(=O)N(Cc3ccccc3)C(=O)[C@H]1[C@H]2C (some centres not stated)	.	-4%&-1%	.	.	.	0%	.	-4%&3%	-1
Cc1cccn2c(=O)c(/C=N/O)c(N3CCCC3)nc12	21	0%	-5	6.7%	1	-16%	3	-2%	-3
CC12CCC(=O)N1C(C(=O)NCCc1ccc(S(N)(=O)=O)cc1)CS2 (configuration not stated)	-3	-4%	0	0.5%	1	-6%	7	2%	-3
O=C(Nc1ccc(S(=O)(=O)N2CCCC2)cc1)C1CC(=O)N(c2ccccc2)C1 (configuration not stated)	-6	-2%	1	0.4%	3	-15%	-7	3%	-5
COc1ccccc1NS(=O)(=O)c1cccc(C(=O)NCC(c2cccs2)N2CCOCC2)c1 (configuration not stated)	-9	-3%	-2	1.0%	0	-2%	-16	7%	-1
CN(C(=O)COC(=O)c1cc(S(=O)(=O)N2CCOCC2)ccc1F)C1CCS(=O)(=O)C1 (configuration not stated)	.	-6%	-1	0.3%	6	-33%	-1	2%	2
CCOC(=O)COc1ccc2c3c(c(=O)oc2c1C)CCC3	24	?	-5	1.9%	10	-6%	-4	1%	-1

Some of these compounds in order of formula weight, highest first:
SMILES	D2 PAM	GRP78 ERSR act	D1 potentiator	RXFP1 ag	D1 ag	Vif-APOBEC3F blk	D1 antagonist	Vif-APOBEC3G blk	LDHA block
CCC1(CC)C(=O)C2=C3C1[C@H](C(=O)OC)C=C(C(=O)OC)C[C@H]3[C@H]1C(=O)N(Cc3ccccc3)C(=O)[C@H]1[C@H]2C (some centres not stated)	.	-4%&-1%	.	.	.	0%	.	-4%&3%	-1
COc1ccccc1S(=O)(=O)Cc1ccc(C(=O)N2CCN(c3ccc(C)cc3)C(C)C2)o1 (configuration not stated)	6	-3%	-1	1.5%	-2	-5%	-27	-16%	0
CC(C)(C)OC(=O)N1CCC(c2nnc(SCc3cccc(Cl)c3)o2)CC1	5	-4%	-2	4.2%	19	5%	-6	-5%	4
CCOC(=O)COc1ccc2c3c(c(=O)oc2c1C)CCC3	24	?	-5	1.9%	10	-6%	-4	1%	-1

Carrying on:
SMILES	D2 PAM	GRP78 ERSR act	D1 potentiator	RXFP1 ag	D1 ag	Vif-APOBEC3F blk	D1 antagonist	Vif-APOBEC3G blk	LDHA block
COc1ccc(Nc2oc(COc3ccccc3OC)nc2C#N)cc1	3	-9%	0	0.9%	7	?	10	-8%	1
O=C(NC(=S)Nc1cccc2ncccc12)c1ccco1	10	-2%	-1	2.0%	0	-3%	-13	0%	-6
CC(OC(=O)Cc1c[nH]c2ccccc12)C(=O)NC1(C#N)CCCCC1 (configuration not stated)	1	0%	0	0.3%	2	0%	10	-1%	-3
COc1ccc(S(=O)(=O)NCCc2cn3nc(C)c(C)nc3n2)cc1F	2	-4%	1	9.3%	4	-1%	0	7%	-20
Cc1ccc(OCc2ccc(C(=O)Nc3cc(C)on3)o2)c([N+](=O)[O-])c1	-1	-3%	5	-2.3%	2	-14%	-13	-3%	0
COc1ccccc1N1CCN(c2ccc3c(c2)S(=O)(=O)c2cccc(C(=O)NCc4ccc(F)cc4)c2C3=O)CC1	.	-3%	.	.	.	-7%	.	-5%	-1
COc1ccc(NC(=O)C(C)N2C(=O)C3CC=C(Cl)CC3C2=O)cc1 (configuration not stated)	1	-6%	-6	1.4%	2	4%	-4	-3%	0
CC1(C)CC(=O)c2sc(NC(=O)c3ccco3)nc2C1	27	-5%	.	2.0%	2	0%	2	4%	-2
Cc1ccc(S(=O)(=O)N2CCN(C(=O)n3ccnc3)CC2)cc1	-1	-1%	2	-1.2%	1	2%	-16	-3%	-10
Cc1c(-c2ccccc2)oc2c(C(=O)N3CCN(c4ccc([N+](=O)[O-])cc4)CC3)cccc2c1=O	-2	-4%	19	-0.5%	7	-5%	34	0%	-5
COc1ccc(-c2nc3ccccc3o2)cc1NC(=O)Cc1ccc(Cl)cc1	-2	-1%	0	5.5%	-1	-32%	-2	-8%	2
O=C1/C(=C\c2ccncc2)SC(=S)N1C1CCCCC1	13	0%	4	-1.4%	0	11%	4	3%	-10
O=C(CN1CCN(Cc2ccccc2)CC1)Nc1ccc(F)c(F)c1	-8	-5%	-4	0.5%	3	7%	-16	-1%	?
Cc1cccc(CN2C(=O)N/C(=C/c3cc(C)n(-c4ccccn4)c3C)C2=O)c1	0	1%	2	-3.1%	3	8%	-3	-1%	-6
Cc1c(C(=O)C(=O)N2CCCc3ccccc32)c2ccccc2n1C	11	-2%	8	-0.3%	3	-4%	4	?	-7
O=C1C2C3C=CC(CC3)C2S(=O)(=O)C2C3C=CC(CC3)C12 (configuration not stated)	.	-3%	.	.	.	-4%	.	-3%	-1
CN(Cc1cn(C)c2ccccc12)C(=S)Nc1cc(F)cc(F)c1	7	-1%	0	1.2%	-1	1%	-9	-1%	0
Cc1nnc2sc(SCC(=O)N3CCc4ccccc43)nn2c1=O	.	0%	.	.	.	-7%	.	6%	0
Cn1c(SCC(=O)c2c(N)n(C)c(=O)n(C)c2=O)nnc1-c1ccccc1F	.	-1%	12	-0.8%	9	4%	-3	1%	0
COc1ccc2c(c1OC)CN1CCc3cc4c(cc3[C@@H]1[C@@H]2O)OCO4	-19	9%	-12	0.0%	-2	-4%	-66*	1%	5
O=C(CN1CCN(C2CCCCC2)CC1)NCCC1=CCCCC1	13	-3%	4	3.3%	1	13%	16	0%	-17
Cc1nonc1NC(=O)CSc1nnnn1-c1ccccc1	-7	1%	4	0.1%	2	-5%	4	0%	-3
Cc1ccc(NS(=O)(=O)c2ccc(C(=O)NNC(=O)c3ccccc3O)cc2)cc1	9	1%	0	-1.1%	1	-10%	32	-3%	2
CS(=O)(=O)N1Cc2ccccc2CC1C(=O)OCC(=O)Nc1ccc2ccccc2c1 (configuration not stated)	-13	-1%	-11	1.8%	2	-3%	-29	-2%	3

Not all compounds are listed (hit frequency here may not be typical).
